# TDP1 cell CPT: growth inhibition of DT40 Tdp1-/-;hTDP1 cells with camptothecin (screen for TDP1 inhibitors) | 12% of 420,000 active | Potency, µM (series often up to 46.2 µM), for inactives: at the highest dose activity change, negative = growth inhibition, actives largely listed as inhibitors | chicken DT40 Tdp1-/-;hTDP1 cells + 20 nM CPT, ATP luminescence, 48 h; also: nearly all actives have a fitted effect of over 55% in size
#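 Chicken DT40 Tdp1-/- cells complemented with human TDP1, 400 cells/well, exposed to compounds plus 20 nM camptothecin for at least 48 h at 37 C; viability read as ATP content by CellTiter-Glo luminescence.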
# TDP1 cell noCPT: qHTS for Inhibitors of human tyrosyl-DNA phosphodiesterase 1 (TDP1): qHTS in cells in absence of CPT. Potency, µM (titrated, usually from 46.2 µM), for the others: at the highest dose activity change, negative = growth inhibition, usual class: inhibitors. DT40 Tdp1-/- hTDP1 cells, no CPT, ATP luminescence, 48 h. AID 686978, 2013. 15% of 420,000 active; also: nearly all actives have a fitted effect of over 55% in size
#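 Cells were dispensed at 400 per well, compounds added by pin tool, plates incubated ≥48 hr at 37 °C, then CellTiter-Glo added for 30 min at room temperature before luminescence reading. Line: DT40 Tdp1-/- complemented with hTDP1; camptothecin omitted.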
# TDP1 block: TDP1 (human) enzyme inhibition; Q9NUW8; recombinant TDP1, AlphaScreen DNA substrate cleavage; Potency, µM (top dose mostly 130 µM), for the others: top-dose activity change, negative = inhibition, usual class: inhibitors; 0.28% of 350,000 active; AID 485290; also: nearly all actives have a fitted effect of over 40% in size
# Target sequence (Q9NUW8 whole entry, looked up): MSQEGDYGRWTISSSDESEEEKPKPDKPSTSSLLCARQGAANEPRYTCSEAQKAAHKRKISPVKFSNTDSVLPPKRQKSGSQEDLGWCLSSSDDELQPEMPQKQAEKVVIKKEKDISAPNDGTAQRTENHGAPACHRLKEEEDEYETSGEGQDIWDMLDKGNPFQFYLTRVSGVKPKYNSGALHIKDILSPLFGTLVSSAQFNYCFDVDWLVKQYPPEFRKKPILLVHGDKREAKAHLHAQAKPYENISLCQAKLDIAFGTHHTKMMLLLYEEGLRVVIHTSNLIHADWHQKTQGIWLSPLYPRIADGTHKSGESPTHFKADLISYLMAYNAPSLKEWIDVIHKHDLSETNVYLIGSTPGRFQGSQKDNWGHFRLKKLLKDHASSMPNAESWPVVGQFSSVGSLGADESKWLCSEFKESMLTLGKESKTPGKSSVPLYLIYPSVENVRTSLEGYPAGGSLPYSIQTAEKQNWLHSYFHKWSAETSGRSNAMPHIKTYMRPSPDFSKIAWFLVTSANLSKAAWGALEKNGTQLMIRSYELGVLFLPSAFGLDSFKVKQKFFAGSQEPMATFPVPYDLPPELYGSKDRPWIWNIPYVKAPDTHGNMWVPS
#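 Recombinant E. coli-expressed Tdp1 (1 nM) preincubated with compound 15 min at RT, then 5'-biotin/3'-phosphotyrosine-FITC DNA substrate (15 nM) added for 5 min. AlphaScreen beads (10 ug/ml) added, 10 min RT; tyrosine-FITC cleavage read as signal loss.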
# Active calls of the source: *; ? = inconclusive; . = not tested or not shown; [ ] = another dose, or the depositor's remark. Calls follow the shape of the dose curve; as a rule, active = well fitted curve in the direction sought with a large enough effect; inconclusive = small, poorly fitted or top-dose-only effect, or another doubt; inactive = no such curve, though single readings can be large; an effect the other way counts as inactive or inconclusive. % is scaled to controls: 0 for no effect and ±100 for the full control effect; potency is read from the fitted curve at half-maximal effect. The order is random, and some 18% of all compounds hit somewhere here.
Compound,TDP1 cell CPT,TDP1 cell noCPT,TDP1 block
Cc1cccc(C)c1N1C(=O)c2ccccc2NC(=O)C1C(=O)NCC(C)C (stereo not given),-5.2%,4.8%,.
Cc1ccc(C(=O)OCc2nnc(-c3ccccc3)o2)s1,3.6%,1.9%,-5.0%
COc1ccc(CN(C)CC(O)COC(c2ccccc2)c2ccccc2)c(OC)c1OC (stereo not given),?,?,1.9%
Cc1ccc(N2C(N)=C(C#N)C(c3cccnc3)C3=C2CC(C)(C)CC3=O)cc1 (stereo not given),?,?,5.3%
CN1C(=S)NC(C)(C)CC1(C)c1ccc(O)cc1O (stereo not given),-1.0%,1.4%,2.7%
Cc1cc(N2CCN(C)CC2)nc2ccc(NC(=O)CCC(=O)NCCC3=CCCCC3)cc12,?,?,.
c1ccc2[nH]c(SCc3cscn3)nc2c1,-28.0%,?,6.8%
CC(C)CCNC(=O)NC(=O)COC(=O)/C=C/c1cccc([N+](=O)[O-])c1,-15.6%,0.3%,5.1%
O=C(c1ccco1)N1CCC2(CC1)CCN(c1ccccc1)CC2,?,?,.
CCC1CCCCN1CCCNC(=O)CNC(=O)Cn1ccc2ccccc2c1=O (stereo not given),0.8%,-10.6%,4.0%
CS(=O)(=O)NN1C(=O)c2ccccc2NC1c1cc2ccccc2nc1Cl (stereo not given),-0.6%,17.5%,2.3%
Cn1c(CNC(=O)C(Cc2ccccc2)NC(=O)c2cccc(F)c2)cc(=O)n(C)c1=O (stereo not given),?,9.6%,-0.2%

# Shown with each value named: entries from further up.
molecule: CC(C)CCNC(=O)NC(=O)COC(=O)/C=C/c1cccc([N+](=O)[O-])c1
- TDP1 cell CPT: -15.6%
- TDP1 cell noCPT: 0.3%
- TDP1 block: 5.1%
molecule: O=C(c1ccco1)N1CCC2(CC1)CCN(c1ccccc1)CC2
- TDP1 cell CPT: ?
- TDP1 cell noCPT: ?
- TDP1 block: .
molecule: CCC1CCCCN1CCCNC(=O)CNC(=O)Cn1ccc2ccccc2c1=O (stereo not given)
- TDP1 cell CPT: 0.8%
- TDP1 cell noCPT: -10.6%
- TDP1 block: 4.0%

# Next structures.
Compound,TDP1 cell CPT,TDP1 cell noCPT,TDP1 block
CCC(CC)NC(=O)CSc1nnc(-c2c[nH]c3ccccc23)o1,-16.9%,-25.7%,-3.8%
CCOc1cc(C2C(C(=O)N3CCOCC3)=C(C)NC3=C2C(=O)CCC3)ccc1O (stereo not given),-23.8%,4.5%,5.7%
CN(C)C(=O)c1ccc(-c2cncnc2NCc2cccnc2)cc1,-5.3%,-7.4%,.
COc1ccc(C2=Nc3ccc(Br)cc3C(c3ccccc3)N2CC(=O)NN)cc1 (stereo not given),-0.2%,-9.7%,5.5%
Cc1c(N2C(=O)/C(=C\c3cccc4ccccc34)SC2=S)c(=O)n(-c2ccccc2)n1C,?,?,0.0%
CCOC(=O)c1c(C)nc(SCC(N)=O)c(C#N)c1-c1ccccc1,-5.6%,-8.3%,3.8%
C(=NN=C(NN=Cc1cccs1)NN=Cc1cccs1)c1cccs1,5.17µM*,2.91µM*,.
CCOC(=O)C1CCCN(C(=O)c2cccnc2Oc2ccccc2)CC1 (stereo not given),-29.6%,-22.5%,.
O=C(Cn1c(=O)n(CC2CCC(C(=O)NCCc3ccccc3)CC2)c(=O)c2ccccc21)Nc1ccccc1 (stereo not given),-19.7%,-5.3%,2.5%
Cc1cc(C(=O)COc2nncc3ccccc23)c(C)n1C,18.2%,?,2.9%
Clc1ccc2c(c1)c1cc(Cl)ccc1n2CN1CCOCC1,-19.6%,?,5.2%
COc1ccc(-c2nc(N)c(C#N)c(-c3cccnc3)c2C)cc1,-7.3%,?,0.0%
CCNC(=S)Nc1cccc(NC(=O)c2ccccc2O)c1,1.0%,?,2.5%
CCOc1cc(C(=O)Nc2ccccc2N2CCOCC2)ccc1OCC(=O)N1CCOCC1,?,?,1.8%
COC(=O)c1ccccc1NC(=O)CSc1nc2ccccc2nc1Cc1ccc(F)cc1,-14.7%,-6.5%,5.4%
Cc1nn2c(=O)cc(COC(=O)c3cccc(NC(=O)c4ccc(C(C)(C)C)cc4)c3)nc2s1,3.7%,0.0%,6.2%
CCc1nnc(NS(=O)(=O)c2ccc(NC(=O)CCC(=O)O)cc2)s1,5.5%,-2.9%,.
O=C(Cc1ccccc1)N/N=C/C=C/c1ccccc1[N+](=O)[O-],-4.9%,-26.2%,3.5%
COc1ccc(/C=N/NC(=O)c2cccnc2)cc1CSc1ccccn1,6.51µM*,6.51µM*,.
O=C(NCCC1CCCC1)C1CCC(=O)N(CCCN2CCCC2=O)C1 (stereo not given),-7.0%,4.6%,.
COc1ccccc1NC(=O)Nc1ccnn1C1CCN(C(=O)C2CCOC2)CC1 (stereo not given),-2.3%,-5.1%,.
CCCCn1c(SCC(=O)NC2CCS(=O)(=O)C2)nnc1-c1ccc(OC)cc1 (stereo not given),-7.0%,-16.0%,0.5%
CC(O)C(=O)O (stereo not given),-0.3%,-11.1%,5.4%
O=C(COC(=O)c1cnccn1)NCc1ccccc1Cl,-1.0%,-3.2%,.
Cc1ccc(NC(=S)NNC(=O)c2nn(C)c(C)c2Cl)cc1,-8.9%,-7.6%,8.6%
COC(=O)C(N)Cc1ccc(Cl)cc1 (stereo not given),-1.3%,4.5%,-6.6%[56.1 µM]
Cc1c(C(=O)Nc2ccc(F)cc2F)oc2c1-c1nn(Cc3c(F)cccc3Cl)cc1CC2,?,?,-2.6%
CCN(c1ccccc1)S(=O)(=O)c1nnc(NC(=O)CC(C)C)s1,22.6%,14.8%,.
CC1CCCC(NC(=O)COC(=O)COc2cccc(F)c2)C1C (stereo not given),2.5%,-20.5%,0.7%
CCOC(=O)N1CCC(N(C(=O)Nc2ccc(CC)cc2)C(C)CC)CC1 (stereo not given),?,23.1µM*,2.1%
CNC(=O)Cn1c(C)cc(=O)c2cccc(OC)c21,20.2%,-2.3%,2.7%
CCCCn1cnc2c(c(CC#N)nn2-c2ccccc2)c1=N,-3.6%,0.0%,.
CCC(=O)Nc1ccc2c(c1)ncn2C,10.3%,15.2%,0.0%
O=C(Nc1ccccc1-c1ccccc1)c1cccs1,?,23.1µM*,0.0%
COc1ccccc1NC(=O)C1CCCN1C(=O)NCc1ccccc1 (stereo not given),-18.8%,-0.2%,0.0%
CC(=O)c1ccc(Cc2cnc(N)s2)cc1,8.8%,3.8%,7.2%
O=C(O)C1CC=CCC1C(=O)Nc1ccccc1Cl (stereo not given),?,23.1µM*,4.0%
Cc1cc(OCC(=O)N2CCN(c3ccc(F)cc3)CC2)c2c(C)cc(=O)oc2c1,8.4%,-0.8%,0.6%
CCn1c(SCC(=O)Nc2ccccc2)nc2c(c1=O)SCC2,-15.3%,-4.3%,.
CCOc1cc(/C=C/C(=O)OCC(=O)NC2CCS(=O)(=O)C2)ccc1OCc1ccccc1 (stereo not given),22.1%,-9.4%,0.0%
Cc1noc(C)c1NC(=O)Nc1ccc2c(c1)CC(=O)N([C@H](C)CO)C[C@@H](C)[C@H](CN(C)CC1CCCCC1)O2,-24.1%,-7.1%,0.9%
Cc1c(NC(=S)NC(=O)c2sc3ccccc3c2Cl)cccc1C(=O)O,7.0%,0.3%,-8.6%
Cc1ccccc1CCNC(=O)c1cc(C2CC2)nc2c1cnn2C(C)C,20.6µM*,?,-6.3%
N#Cc1ccccc1NC(=S)NC(=O)c1cccs1,?,?,1.3%
CS(=O)(=O)c1ccc(C(=O)OCC(=O)N2CCc3ccccc32)cc1[N+](=O)[O-],3.55µM*,3.98µM*,0.5%
O=C1C(Cc2ccccc2)Nc2ncnc(N3CCCCC3)c2N1Cc1ccc(Br)cc1 (stereo not given),?,?,3.1%
O=C(CCc1nc2ccccc2s1)N1CCN(S(=O)(=O)c2cccs2)CC1,-10.7%,-7.3%,7.2%
CCOC(NC(=O)c1ccccc1)C(NC(=O)c1ccccc1)OCC (stereo not given),-11.6%,0.3%,3.3%
CC(Oc1ccc(Cl)cc1)C(=O)OCC(=O)Nc1ncc(Cl)cc1Cl (stereo not given),-1.7%,-12.2%,0.0%
O=c1c2ccccc2nc2c3ccccc3c(NCCO)nn12,13µM*,?,4.3%
CN[C@H]1C[C@H]2c3[nH]c4ccc(-c5ccc(OC)cc5)cc4c3CCN2C(=O)[C@H]1[C@H](C)O,2.59µM*,3.26µM*,.
CC(=O)C1=C(O)C(=O)N(Cc2cccnc2)C1c1ccc(Cl)cc1 (stereo not given),-12.9%,-7.1%,-5.0%
CC(NC(=S)Nc1ccc([N+](=O)[O-])cc1)c1ccncc1 (stereo not given),?,?,0.0%
CCCN1Cc2cccc(C(=O)Nc3cc(OC)cc(OC)c3)c2C1=O,-22.2%,-20.9%,0.0%
Cc1ccc(-c2noc(CSc3nnnn3-c3ccccc3)n2)cc1,-3.5%,-4.4%,-8.2%
CC1CCCCC1NC(=O)CCCc1nc2ccccc2c(=O)[nH]1 (stereo not given),-14.3%,-5.5%,3.3%
O=C(c1cccs1)N1CCN(Cc2ccc3c(c2)OCO3)CC1,-18.3%,?,-1.9%
O=C(OCc1cccc([N+](=O)[O-])c1)c1ccc[nH]c1=O,-9.4%,-4.8%,8.3%
C[C@@H]1CCCCO[C@@H](CN(C)S(=O)(=O)c2ccccc2)[C@@H](C)CN([C@H](C)CO)C(=O)c2cc(NS(=O)(=O)c3ccc(F)cc3)ccc2O1,?,20.6µM*,.
NC(=O)C1(N2CCCCC2)CCN(C(=O)c2ccc(-n3cnnn3)cc2)CC1,?,?,2.9%

# Further results.
Compound,TDP1 cell CPT,TDP1 cell noCPT,TDP1 block
CC(C)(C)CC(C)(C)NC(=O)CSCC(=O)Nc1ccc2ccccc2c1,18.4µM*,?,6.2%
O=C(CNC(=O)OCc1ccccc1)NCC(=O)NC(Cc1c[nH]c2ccccc12)C(=O)O (stereo not given),-2.5%,-3.6%,.
CC(=O)N/C(=C\c1ccccc1)C(=O)OCC(=O)NC1CCS(=O)(=O)C1 (stereo not given),-1.4%,?,1.1%
O=C(NCc1cccs1)c1nc2c(nnn2Cc2ccc(F)cc2)c(=O)[nH]1,?,-25.2%,2.2%[56.1 µM]
CSc1cccc(NC(=O)CN2C(=O)COc3ccc(S(=O)(=O)N4CCC(C)CC4)cc32)c1,?,?,2.6%
CCCCNC(=O)CS(=O)Cc1nc(-c2cccc(Cl)c2)oc1C (stereo not given),?,?,6.5%
CCOC(=O)Nc1ccc2c(c1)N(C(=O)CCN1CCN(CCO)CC1)c1ccccc1CC2,-0.5%,-1.8%,2.3%
COc1ccc(N(CC(=O)NCc2ccccc2Cl)S(=O)(=O)c2c(C)nn(C)c2C)cc1,-5.6%,?,2.3%
COC(=O)c1c(-c2cccnc2)csc1NC(=O)c1ccc2c(c1)OCO2,?,23.1µM*,1.1%[56.1 µM]
c1ccc2c(-c3cccc4nccn34)cncc2c1,?,?,.
CCn1c(CNC(=O)c2cccc(C)c2)nc2ccccc21,-29.3%,-29.6%,2.1%
CCc1cccc(C)c1NC(=O)CCNC(=O)c1cccc(C)c1,2.6%,-5.8%,-2.6%
N=c1c2c(-c3ccccc3)c(-c3ccccc3)n(Cc3ccco3)c2ncn1Cc1ccccc1,-26.8%,-9.2%,5.9%
CCOc1ccc(CNCc2c(C(=O)O)n(Cc3ccc(C)cc3)c3cc(C)ccc23)cc1,?,?,2.6%
COc1cc(Cl)c(C)cc1NC(=O)CSc1nnc(-c2ccccn2)n1Cc1ccco1,?,?,8.3%
CN(CC(=O)Nc1ccccc1Cl)C(=O)COC(=O)/C=C/c1cccs1,6.8%,-29.4%,0.5%
COC(=O)c1cc(C(=O)OCC(=O)Nc2ccccc2OC(F)F)cc([N+](=O)[O-])c1,13.8%,-12.2%,2.3%
COc1ccc2nc(NC(=O)c3ccc(NC(=O)C4CCCO4)cc3)sc2c1 (stereo not given),?,?,.
c1ccc(-c2ccc(-c3csc4ncnc(Sc5nnnn5-c5ccccc5)c34)cc2)cc1,7.08µM*,6.31µM*,.
CCc1nnc(NC(=O)CSc2nc3[nH]c(=O)cc(O)c3s2)s1,6.51µM*,6.51µM*,-2.0%
COc1ccc(-c2cc3ccc(O)c(CN4CCOCC4)c3oc2=O)cc1,?,?,-6.6%
O=C1N/C(=C/c2cccs2)C(=O)N1Cc1ccc(Br)cc1,8.7%,-12.1%,2.6%
CCc1nc2ccc(C(=O)NC3CCN(Cc4ccccc4)CC3)cn2c1N(CC)CCOC,?,?,.

# Screening results: PubChem BioAssay, National Center for Advancing Translational Sciences (NCATS)
